# mIDH1 inhibitor = inhibitors of human mutant IDH1 R132H; IDH1-R132H enzyme, NADPH consumption, diaphorase/resazurin fluorescence; hit rate 0.093% among 390,000; AID 602179; Potency, µM (titrated, usually from 76.6 µM), for the others: at the highest dose activity change, negative = inhibition, usual class: inhibitors; O75874; note: potency is the fitted concentration of half-maximal effect; % is set by controls: 0 for no effect and ±100 for the full control effect; nearly all actives have a fitted effect of over 65% in size
#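 IDH1-R132H (0.5 ug/mL dispensed) in pH 7.5 Tris buffer was preincubated 30 min with compound, then given a substrate mix of 0.016 mM NADPH and 2 mM alpha-KG for 80 min at room temperature; remaining NADPH was read by diaphorase/resazurin fluorescence.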
# RXFP1 ag = agonists of human relaxin receptor RXFP1; HEK293T-RXFP1 cAMP TR-FRET, 30 min; response scale: percent of porcine relaxin response, buffer zero; Q9HBX9; hit rate 0.3% among 370,000; Potency, µM (titrated, usually from 57.5 µM), for inactives: at the highest dose activation, most hits filed as activators; note: potency is the fitted concentration of half-maximal effect; % is set by controls: 0 for no effect and ±100 for the full control effect; nearly all actives have a fitted effect of over 60% in size; many of its hits are not listed in these tables
# Target sequence (Q9HBX9 whole entry, looked up): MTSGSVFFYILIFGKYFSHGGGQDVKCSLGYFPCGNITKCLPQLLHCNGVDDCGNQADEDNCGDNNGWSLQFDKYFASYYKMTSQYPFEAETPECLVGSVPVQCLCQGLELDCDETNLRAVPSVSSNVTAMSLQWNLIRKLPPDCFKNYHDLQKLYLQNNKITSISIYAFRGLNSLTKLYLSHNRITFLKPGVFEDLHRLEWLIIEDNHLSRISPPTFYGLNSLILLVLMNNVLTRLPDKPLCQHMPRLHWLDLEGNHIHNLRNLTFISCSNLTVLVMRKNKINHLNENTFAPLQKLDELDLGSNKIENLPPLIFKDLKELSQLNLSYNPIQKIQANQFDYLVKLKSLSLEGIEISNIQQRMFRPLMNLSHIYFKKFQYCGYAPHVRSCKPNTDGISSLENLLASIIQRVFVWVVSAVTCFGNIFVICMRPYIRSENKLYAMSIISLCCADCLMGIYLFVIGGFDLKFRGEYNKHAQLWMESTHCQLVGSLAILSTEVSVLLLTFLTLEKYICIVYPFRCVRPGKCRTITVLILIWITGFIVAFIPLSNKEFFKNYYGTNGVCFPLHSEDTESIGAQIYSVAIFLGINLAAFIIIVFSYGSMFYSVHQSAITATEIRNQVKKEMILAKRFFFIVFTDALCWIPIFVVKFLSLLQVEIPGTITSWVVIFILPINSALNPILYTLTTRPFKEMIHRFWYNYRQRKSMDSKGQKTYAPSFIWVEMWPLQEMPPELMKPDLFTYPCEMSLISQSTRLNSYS
#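 HEK293 cells stably expressing RXFP1, treated 30 min at 37C with compounds plus PDE4 inhibitor Ro 20174; cAMP measured by HTRF TR-FRET. Normalized to buffer and 29 nM porcine relaxin; EC50 by Hill fit.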
# Vif-APOBEC3G blk = Vif-A3G binding inhibition; hit rate 0.076% among 410,000; HeLa A3G-eYFP + Vif (tagged APOBEC3G with the HIV-1 protein that degrades it), YFP fluorescence, overnight; Potency, µM (highest dose often 46.1 µM), for the others: top-dose activity, negative = active, actives largely listed as inhibitors; Q9HC16; AID 602310;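 note: potency is the fitted concentration of half-maximal effect; % is set by controls: 0 for no effect and ±100 for the full control effect; nearly all actives have a fitted effect of over 60% in size; hits raise eYFP signal because A3G escapes Vif-driven loss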
# Target sequence (Q9HC16 whole entry, looked up): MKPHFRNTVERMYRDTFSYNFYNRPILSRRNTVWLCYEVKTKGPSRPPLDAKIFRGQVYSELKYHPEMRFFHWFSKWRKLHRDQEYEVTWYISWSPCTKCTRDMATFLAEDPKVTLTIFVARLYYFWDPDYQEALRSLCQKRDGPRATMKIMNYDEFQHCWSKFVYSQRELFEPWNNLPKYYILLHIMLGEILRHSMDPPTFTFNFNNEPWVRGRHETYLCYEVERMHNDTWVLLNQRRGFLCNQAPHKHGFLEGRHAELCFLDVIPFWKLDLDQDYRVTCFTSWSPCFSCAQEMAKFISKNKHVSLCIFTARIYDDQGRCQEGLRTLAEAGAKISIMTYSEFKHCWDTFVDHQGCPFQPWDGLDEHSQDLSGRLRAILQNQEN
#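 Read-out is eYFP fluorescence (Ex 488/Em 500-530) from Vif-expressing HeLa A3G-eYFP cells; more signal means A3G escaped Vif-mediated degradation. Cells plated overnight, compound pinned in, incubated overnight at 37 deg C.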
# PI4K2A inh = blocks human PI4K2A kinase activity; purified PI4K2A, ADP-Glo luminescence, 1 h; stronger effect = lower value; activity change, negative = inhibition, % at 76.9 µM; hit rate 0.13% among 420,000; in the data active = activity change below about -50%; inconclusive = mostly about -30% to -49%;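 note: -100% = wells without enzyme as full effect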
#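 ADP-Glo luminescence measured ADP generated by PI4K2A enzyme (4 ug/mL before mixing) with 1.2 mM PI substrate (pre-mix) and 300 microM ATP (pre-mix). Tris pH7.5 buffer with MgCl2, Triton X-100; 1 h reaction at ambient temperature.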
# LDHA inh = LDHA (human) enzyme inhibition; P00338; purified LDHA, NADH/diaphorase-resazurin fluorescence; stronger effect = lower value; activity change, % (values are at about 110 or 230 µM); hit rate 0.15% among 480,000; in the data active = activity change below about -30%; inconclusive = mostly about -25% to -30%;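 note: plate controls were DMSO wells for no effect and wells without enzyme for full effect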
#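 Human LDH5 (2 nM) was incubated with 0.06 mM NADH and 0.2 mM pyruvate for 5 min at room temperature in Tris pH 7.4. Remaining NADH was coupled through diaphorase/resazurin, and resorufin fluorescence was read at 0 and 20 min.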
# TrxR1 substrate = rat thioredoxin reductase 1 substrate activity. O89049. purified TrxR1 substrate turnover, NADPH consumption readout. hit rate 0.01% among 390,000. Potency, µM (doses to about 114 µM), for inactives: top-dose activity change, negative = substrate turnover; note: potency is the fitted concentration of half-maximal effect; % is set by controls: 0 for no effect and ±100 for the full control effect; nearly all actives have a fitted effect of over 50% in size
#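 Rat TrxR1, dispensed at 90 nM, was prereduced with 400 uM NADPH (final) for 5 min at ~22 deg C, then incubated with compound 15 min before 400 uM selenite. A first-read NADPH fluorescence drop versus no-compound background flagged substrates.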
# USP1 inh = USP1/UAF1 (human) deubiquitinase inhibition. O94782. Potency, µM (doses to about 57.1 µM), for inactives: at the top dose activity change, negative = inhibition, actives largely listed as inhibitors. recombinant USP1/UAF1, Ub-Rhodamine cleavage fluorescence. hit rate 0.23% among 390,000; note: potency is the fitted concentration of half-maximal effect; % is set by controls: 0 for no effect and ±100 for the full control effect; nearly all actives have a fitted effect of over 60% in size; inactives centre near -12
#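 High-throughput fluorogenic screen: 1nM USP1/UAF1 complex, Ub-Rho substrate 150nM final, 50mM HEPES pH 7.8 with 0.5mM EDTA, 0.1 mg/ml BSA, 1mM TCEP and 0.01% Tween-20.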
# Glioma ERSR ind = inducers of ER stress response in human glioma cells; U87-MG GRP78 promoter luciferase reporter, 16 h; Potency, µM, for inactives: at the top dose activation, most hits filed as activators; AID 602332; hit rate 0.02% among 420,000; note: potency is the fitted concentration of half-maximal effect; series mostly up to about 76 µM; % of control where 0% means no effect; nearly all actives have a fitted effect of over 35% in size
#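 ERSR induction read as luciferase luminescence (Bright-Glo, 10 min at room temperature) in stably transfected human U87-MG glioma cells exposed to compounds for 16 h, using GRP78 as sensor.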
# Vif-A3F inh = blocks the Vif interaction with APOBEC3F. HeLa A3F-eYFP + Vif (tagged APOBEC3F with the HIV-1 protein that degrades it), YFP fluorescence increase. hit rate 0.2% among 390,000. Potency, µM (doses to about 46.1 µM), for inactives: top-dose activity, negative = active; note: potency is the fitted concentration of half-maximal effect; % of control where 0% means no effect; nearly all actives have a fitted effect of over 65% in size
#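 HeLa cells stably expressing Vif plus C-terminally eYFP-tagged A3F were seeded, incubated overnight at 37 deg C, dosed with compound, incubated overnight again at 37 deg C. Yellow fluorescence (Ex 488/Em 500-530) reported blocked Vif-mediated A3F-eYFP degradation.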
# Numbers without * were called inactive; ? = inconclusive; . = not tested or not shown; [ ] = another dose, or the depositor's remark. Unless noted, calls come from the whole dose curve; as a rule, active = well fitted curve in the direction sought with a large enough effect; inconclusive = small, poorly fitted or top-dose-only effect, or another doubt; inactive = no such curve, though single readings can be large; an effect the other way counts as inactive or inconclusive.
SMILES,mIDH1 inhibitor,RXFP1 ag,Vif-APOBEC3G blk,PI4K2A inh,LDHA inh,TrxR1 substrate,USP1 inh,Glioma ERSR ind,Vif-A3F inh
COc1ccc(-c2nn(CC(=O)NC3CCCC3)c3c2cnc2ccc(F)cc23)cc1,17.7%,4.9%,-2.2%,4.3,0.1,0.5%[57.1 µM],-33.7%,2.4%,0.9%
Nc1c(C(=O)CSc2nncn2-c2ccccc2)c(=O)[nH]c(=O)n1C1CC1,-15.3%,0.8%,0.2%,2.4,-14.6,3.4%,-19.7%,-1.7%,1.6%
CN(C)c1cc(C(F)(F)F)nc(-c2ccccn2)n1,4.9%,0.3%,1.4%,0.8,-2.6,9.2%,1.5%,1.2%,-5.1%
COc1ccccc1NC(=O)c1cc2ccccc2o/c1=N\O,-4.0%,0.7%,1.5%,-4.0,-1.0,0.6%,-4.5%,3.7%,-13.1%
Cc1cc(C)c(C#N)c(SCCS(=O)(=O)c2ccc(C(C)(C)C)cc2)n1,2.4%,0.1%,1.9%,5.0,-5.3,-3.8%,-2.8%,-9.1%,0.9%
COc1ccc(S(=O)(=O)NC(C)CCc2ccccc2)cc1 (configuration not stated),8.5%,-1.3%,-10.2%,4.8,4.8,-21.6%[57.1 µM],-13.8%,-4.3%,1.4%
COc1ccc(CCn2nnnc2C(c2ccccc2)N2CCN(C)CC2)cc1OC (configuration not stated),12.5%,1.5%,0.2%,-4.9,2.2,-4.1%,-14.9%,-4.5%,0.7%
O=c1ccc2cc3c4c(c2o1)CCCN4CCC3,18.6%,13.5%,-20.2%,-18.3,-0.5,176.2%[activator],?,1.0%,?
O=C(CN1CCCCC1)Nc1nnc(-c2ccc([N+](=O)[O-])cc2)s1,8.1%,3.9%,-1.1%,-1.3,2.7,-9.8%,-23.1%,-2.6%,-16.3%
COc1cccc(/C(C)=N/NS(=O)(=O)c2ccc(Cl)cc2)c1,17.0%,-0.8%,0.0%,-10.8,-1.0,-3.8%[57.1 µM],-11.6%,-5.3%,13.8%
CCOC(=O)C1=C(N)N(c2ccccc2)C2=C(C(=O)CCC2)C1c1cccnc1 (configuration not stated),-1.1%,2.5%,-2.0%,-0.2,-5.2,2.3%,-7.0%,-6.8%,1.2%
Cc1c(Cl)cccc1NC(=O)CCN1CCOCC1,-1.1%,0.7%,-6.7%,-1.8,0.1,-0.9%,-20.7%,-2.8%,1.4%
O=C(Cc1ccccc1)Nc1ccc2oc(-c3ccncc3)nc2c1,5.2%,-0.2%,1.0%,-5.3,-2.2,12.1%[57.1 µM],-7.6%,-0.4%,0.0%
O=C(Nc1cccc(F)c1)N1CCN(C(=O)c2ccco2)CC1,0.7%,-0.7%,-4.4%,0.4,-2.2,6.7%,-21.4%,-4.3%,5.0%
COc1ccc(/C=C2/SC(=S)N(NS(=O)(=O)c3ccccc3)C2=O)cc1,-5.7%,2.2%,-8.1%,-5.6,-5.9,-22.0%,-14.0%,9.4%,-4.2%
N#CC1=C(N)OC2=C(C(=O)CCC2)C1C1CC=CCC1 (configuration not stated),3.6%,3.1%,2.6%,1.1,2.3,-4.6%,-9.4%,-3.6%,-2.9%
Cc1c(/C=N/NC(=O)c2ccc(Br)o2)cnn1C,-3.6%,2.9%,-1.1%,0.3,-8.1,1.7%[57.1 µM],?,7.1%,6.2%
COC(=O)C1(c2ccccc2)NC(c2ccc(O)cc2)C2C(=O)N(c3ccc4c(c3)OCO4)C(=O)C21 (configuration not stated),-0.3%,0.0%,4.4%,0.7,-0.4,-3.3%,-6.6%,-1.3%,4.7%
O=C1C(C2=NC(c3ccccn3)C3C(=O)N(c4ccccc4)C(=O)C23)=C(O)c2ccccc21 (configuration not stated),6.4%,1.0%,0.1%,-2.8,-7.3,6.2%,-14.3%,-1.2%,6.6%
COc1ccc(S(=O)(=O)N(CC(=O)Nc2ccc3c(c2)OCO3)c2ccc(C)cc2)cc1,-9.5%,-1.7%,-2.7%,-0.1,0.9,-1.8%,-15.7%,1.7%,-5.5%
CC(C)c1nnc(NC(=O)c2nc(SCc3ccc(F)cc3)ncc2Cl)s1,-20.6%,-0.7%,-4.2%,-1.5,-1.9,1.4%,-12.5%,-1.0%,1.6%
O=C(NCc1ccccc1)c1ccc(NC(=O)C2CC2)cc1,5.1%[38.3 µM],.,0.4%,-2.9,-5.6,-0.3%,-17.0%,-0.7%,-0.5%
Cc1cc(/C=C2\SC(=O)N(C)C2=O)c(C)n1-c1cccc(C(=O)O)c1,-20.2%,-0.5%,-1.2%,-10.0,-4.8,-10.7%,-0.7%,4.5%,0.6%
O=C(NC1CCCCCC1)C1CCCN1S(=O)(=O)c1cccc2cccnc12 (configuration not stated),-4.7%,0.1%,0.9%,-7.9,2.6,-2.9%,-16.7%,-1.9%,3.6%
Cc1nc(-c2cccc(F)c2)sc1CCNC(=O)C(=O)Nc1ccc2c(c1)OCCO2,-8.1%,0.8%,1.2%,3.5,-10.5,-0.6%[57.1 µM],-8.2%,-5.3%,-5.2%

# Continuation:
SMILES,mIDH1 inhibitor,RXFP1 ag,Vif-APOBEC3G blk,PI4K2A inh,LDHA inh,TrxR1 substrate,USP1 inh,Glioma ERSR ind,Vif-A3F inh
COc1ccc(CC(=O)N/N=C(\C)c2ccccn2)cc1,5.8%,1.7%,-4.0%,-3.6,0.7,9.6%[57.1 µM],-14.4%,-0.4%,-3.4%
O=C(O)c1ccc(CNS(=O)(=O)c2ccc(Oc3ccccc3Cl)cc2)cc1,-2.4%,-2.8%,3.7%,-3.6,-9.8,-0.2%,-1.0%,0.3%,3.5%
Cc1csc(NC(=O)CCC(=O)N(CC(=O)NC2CCCC2)Cc2ccco2)n1,3.9%,-0.3%,-0.8%,5.5,-4.3,11.0%,-9.0%,-3.9%,.
O=C1CC2(CCCC2)CC(=O)N1c1ccccc1,9.6%,-1.0%,0.3%,1.0,-5.0,1.9%,-9.0%,-5.1%,-7.6%
O=S(=O)(NNC(=S)NCC1CCCO1)c1cc(Cl)ccc1Cl (configuration not stated),3.3%,2.3%,-0.2%,0.7,-4.3,1.7%,-5.4%,-4.1%,2.2%
OCCNc1nc(Nc2ccc(Cl)c(Cl)c2)nc2ccccc12,7.9%,2.4%,2.8%,-5.3,-3.3,22.3%,-28.3%,-11.7%,9.1%
CC1=C(C#N)c2nc(N)c(C#N)c(C)c2/C1=C\c1ccc(OCC(=O)O)c(Cl)c1,?,5.9%,4.2%,-4.5,14.8,9.9%,-24.3%,-0.9%,2.5%
O=C1c2ccccc2C(=O)N1Cc1ccccc1F,4.3%,-0.2%,-6.4%,0.0,-1.0,1.8%,-10.6%,-2.7%,-7.1%
CCc1ccc[n+](-c2[nH]c(=O)sc2/C=N/NC([S-])=Nc2ccccc2)c1,7.6%,-4.4%,-2.4%,6.4,-2.3,-17.9%,?,-1.8%,-21.9%
O=C(NCC(=O)N1CCCC(C(F)(F)F)C1)c1ccc2ccccc2c1 (configuration not stated),0.0%,0.1%,-1.7%,-3.8,-3.1,3.5%[57.1 µM],-6.2%,1.9%,-1.5%
Cc1cc(C(=O)NCCC(c2ccccc2)c2ccccc2)c(C)o1,7.4%,0.0%,-0.9%,4.4,-1.3,-7.8%,-9.6%,-1.4%,2.6%
O=C(NCc1ccco1)c1c[nH]c2ccc(S(=O)(=O)Nc3ccc(F)cc3F)cc2c1=O,4.9%,-2.3%,-5.4%,-7.8,0.2,2.8%,?,-3.0%,-5.9%
CC(C)(C)NC(=O)CSc1nnc(NC(=O)CCn2cnc3ccccc3c2=O)s1,4.9%,0.1%,2.4%,2.5,-7.0,10.5%[57.1 µM],-2.8%,-5.8%,2.2%
COc1ccccc1OCC(=O)NC1CC(C)(C)NC(C)(C)C1,3.4%,1.2%,0.1%,-20.7,-11.4,11.2%[57.1 µM],-19.6%,0.7%,12.1%
CCOc1ccc(NC(=O)CN(C)C(=O)CC2CCCCC2)cc1OCC,-0.6%,1.9%,3.6%,7.3,-1.2,1.6%,-24.8%,-4.4%,-4.1%
O=C1OC(OC(=O)c2ccccc2Br)C(N2CCOCC2)=C1Cl (configuration not stated),9.9%,-0.5%,-8.3%,9.0,-8.7,0.3%,-5.7%,-1.1%,2.6%
O=C(CCN1CCN(c2ccccn2)CC1)Nc1ccc(F)cc1,2.6%,1.4%,0.7%,-6.1,-2.6,7.5%[57.1 µM],-15.5%,2.2%,-0.1%
Clc1ccccc1CN1CCN(/N=C/c2ccncc2)CC1,-16.5%,-2.6%,3.9%,-3.9,-2.1,-6.1%,-7.6%,-1.5%,-9.3%
CCOC(=O)C1(CCOC)CCN(Cc2ccc(COC)o2)CC1,-7.1%,-1.2%,0.5%,1.3,6.6,5.6%[57.1 µM],-20.3%,-2.2%,-10.3%

# Quoted from above, 2 compounds:
SMILES,mIDH1 inhibitor,RXFP1 ag,Vif-APOBEC3G blk,PI4K2A inh,LDHA inh,TrxR1 substrate,USP1 inh,Glioma ERSR ind,Vif-A3F inh
Clc1ccccc1CN1CCN(/N=C/c2ccncc2)CC1,-16.5%,-2.6%,3.9%,-3.9,-2.1,-6.1%,-7.6%,-1.5%,-9.3%
CCOC(=O)C1(CCOC)CCN(Cc2ccc(COC)o2)CC1,-7.1%,-1.2%,0.5%,1.3,6.6,5.6%[57.1 µM],-20.3%,-2.2%,-10.3%

# A portion of the library; count on the stated rates, not on these rows.
